SRC3 TRFRET art: TR-FRET artefact, counter-screen to PPARgamma/SRC-3 agonist assay. 99,000 tested, 0.39% active. PPARgamma/SRC-3 format; hits give high values. AID 1048. TR-FRET ratio at 8 µM; in the data active = TR-FRET ratio above about 2000; note: inactives centre near 1600; reference of the scale not given here
SRC1 TRFRET art: flags TR-FRET format artefacts in PPARgamma SRC-1 recruitment agonist screen | TR-FRET detection artefact counter-screen, emission ratio; hits give high values | TR-FRET ratio at 8 µM | 99,000 tested, 0.34% active; in the data active = TR-FRET ratio above about 2300; note: inactives centre near 1800; reference of the scale not given here
An asterisk follows results filed as active.

SMILES | SRC3 TRFRET art | SRC1 TRFRET art
CCC(C)[C@H](N)c1cn([C@@H](Cc2ccc(O)cc2)C(=O)N2CCNCC2)nn1 (stereo partly specified) | 1511 | 1657
COc1cc(CN2CCCC(C(=O)c3ccc4c5c(cccc35)CC4)C2)cc(OC)c1O (stereo unspecified) | 1535 | 1823
COCC(=O)OCC(=O)Nc1cc([N+](=O)[O-])ccc1Cl | 1439 | 1726
COc1ccccc1-c1nc2ccccc2nc1-c1ccccc1OC | 1638 | 1840
CCOC(=O)C1(CCOC)CCN(Cc2nc(-c3cccs3)oc2C)CC1 | 1730 | 1837
CN1CCN(C(=O)c2ccc3c(c2)N(Cc2ccc(Cl)cc2)C(=O)c2ccccc2S3=O)CC1 (stereo unspecified) | 1485 | 1825
CCn1cc(C(C)NC(=O)Nc2ccc3c(c2)OCO3)c(C)n1 (stereo unspecified) | 1644 | 1933
Cc1ccnc(NC(=O)COc2ccccc2[N+](=O)[O-])c1 | 1416 | 1706
COc1ccc(NC(=S)NC(=O)c2ccc(Br)o2)cc1 | 1583 | 1851
CC(=O)c1cc2c(cc1NC(=O)C1CCC1)OCO2 | 1462 | 1425
O=C(CSc1nc2ccccc2s1)NCc1ccc2c(c1)OCO2 | 1711 | 1796
CC(=O)c1ccc(N2CCN(C(=O)Nc3ccc(C(C)C)cc3)CC2)cc1 | 1619 | 1789
Cc1cc(NC(=O)CSCc2ccccc2C)no1 | 1522 | 1731
O=c1c2ccccc2cnn1-c1nc2ccccc2[nH]1 | 1722 | 1703
C=CCNC(=O)c1sc(-c2ccccc2)nc1C | 1580 | 1665
O=C(Cn1c(CO)nc2ccccc21)NCCc1ccc(F)cc1 | 1658 | 2010
CCCC1CCC(=C(C#N)C(N)=O)CC1 (stereo unspecified) | 1539 | 1649
Cc1ccc(NCc2cccnc2)c(Br)c1 | 1629 | 1867
COc1ccc(NC(=O)CN2C(=O)N(C)Cc3ccccc32)c(C)c1 | 1606 | 1831
OCCC1CN(Cc2cccc(O)c2)CCN1CCc1ccccc1 (stereo unspecified) | 1870 | 1540
O=C(O)/C=C\C(=O)Nc1ccc(OC(F)F)cc1 | 1316 | 1895
O=S(=O)(Cc1ccccc1)NCC1CCCN(Cc2cccc3nonc23)C1 (stereo unspecified) | 1608 | 1742
Cc1cccc(Oc2cc(NC(=O)Cn3cnc([N+](=O)[O-])n3)cc([N+](=O)[O-])c2)c1 | 1652 | 1803
Cc1ccc(C(=O)NC(=S)Nc2ccc(N3CCOCC3)cc2)c(C)c1 | 1552 | 1811
CC(Sc1nnc2ccccn12)C(=O)NCc1ccc2c(c1)OCO2 (stereo unspecified) | 1362 | 1880
Oc1ccc(Cl)cc1C=NCCc1ccccc1 | 1402 | 1834
CC[C@H](C)C(C(=O)N1CCN(C(=O)OC(C)(C)C)CC1)n1cc(C(Cc2ccc(O)cc2)NC(=O)OC(C)(C)C)nn1 (stereo partly specified) | 1369 | 1578
CSc1cccc(NC(=S)N2CCCN(Cc3cccc(Cl)c3)C2)c1 | 1490 | 1794
COc1cc([N+](=O)[O-])c2nccnc2c1 | 1577 | 2011
COc1ccc(CCNC(=O)C2CCN(Cc3nc(-c4cccc(Cl)c4)oc3C)CC2)cc1OC | 1563 | 1694
Cn1c(Cc2ccc3c(c2)OCO3)nnc1SCC(=O)NC(C)(C)C | 1447 | 1435
COc1ccc(NC(=S)NCC(c2cccnc2)N2CCOCC2)cc1 (stereo unspecified) | 1492 | 1722
COC(=O)CNC(=O)C1CCN(c2nc(C)cc(C)n2)CC1 | 1455 | 2032
CN1C(=O)C(CC(=O)Nc2ccc(Cl)cc2)N(Cc2ccco2)C1=S (stereo unspecified) | 1524 | 1520
COc1cccc(OC)c1C(=O)OCC(=O)Nc1cccnc1Cl | 1572 | 1766
NC(=O)c1ccc(NC(=O)COC(=O)c2c3c(nc4ccccc24)/C(=C\c2cccs2)CCC3)cc1 | 1585 | 1898
COc1ccc(C(=O)ON=C2c3ccccc3-c3ccccc32)cc1OC | 1551 | 1733
O=C(c1cc([N+](=O)[O-])cc([N+](=O)[O-])c1)N1CCOCC1 | 1561 | 1532
Cc1ccc(C(=O)Nc2ccccc2C(=O)NC(Cc2c[nH]c3ccccc23)C(=O)O)cc1 (stereo unspecified) | 1608 | 1968
CCn1c(CC(=O)Nc2ccc(C)cc2)n[nH]c1=S | 1591 | 1675
CCOC(=O)N/N=C\c1sccc1C | 1569 | 2010
COc1cc(C(=S)N2CCCC2)cc(OC)c1OS(=O)(=O)c1ccc(NC(C)=O)cc1 | 1616 | 1814
OC1CCN(CC(O)C(F)(F)F)CC1 (stereo unspecified) | 1300 | 1751
O=C(O)CS/C(=C\c1ccc(F)cc1)c1nc2ccccc2s1 | 1614 | 1738
C#CCN1C(=O)C(O)(CC(=O)/C=C/c2ccco2)c2ccccc21 (stereo unspecified) | 1616 | 1896
CCn1c(Cn2nnc(-c3ccccc3)n2)nnc1SCC(=O)Nc1ccc(N(C)C)cc1 | 1669 | 1808
O=S(=O)(Cc1ccc(Cl)cc1)c1ncc(CO)n1Cc1ccccc1 | 1644 | 1724
O=C(NN1C(=O)c2ccccc2NC1c1ccccn1)c1ccc([N+](=O)[O-])cc1 (stereo unspecified) | 1660 | 1839
Cc1sc2ncnc(OCc3nnc(-c4cccs4)o3)c2c1C | 1335 | 1825
O=C(CSc1nnc(-c2cccs2)o1)NCc1ccco1 | 1748 | 2036

More records
SMILES | SRC3 TRFRET art | SRC1 TRFRET art
Cc1nn(-c2ccccc2)c(Cl)c1CN(C(=O)CCl)c1ccc(Cl)cc1 | 1711 | 1690
O=C(CNS(=O)(=O)c1ccccc1)OCc1cccc([N+](=O)[O-])c1 | 1722 | 1841
Cc1ccc(OCC(=O)N2N=C(c3cccnc3)CC2(O)C(F)(F)F)cc1C (stereo unspecified) | 1567 | 1696
CCN(CC)c1ccc(/C=N/NC(=O)c2cccc(S(=O)(=O)N3CCOCC3)c2)cc1 | 1638 | 1966
CN(C)CCNC(=O)Cc1ncc(C(F)(F)F)cc1Cl | 1566 | 1817
O=C(CC(=O)Nc1cccc(Cl)c1)N/N=C\c1ccccc1 | 1574 | 1982
COc1ccc(NS(=O)(=O)c2ccc(N3CCCC3)c(NC(=S)Nc3cccc(S(=O)(=O)N(C)C)c3)c2)cc1 | 2049 | 2504*
O=C(O)c1ccccc1C(=O)Nc1ccc(Oc2ccc3ccccc3c2)cc1 | 1472 | 1882
CCCCCCN1C=C/C(=C\C=C(C#N)C#N)c2ccccc21 | 1590 | 1942
CCN(c1ccccc1)S(=O)(=O)c1cc(C(=O)OC(C)C(=O)Nc2ccc3c(c2)OCCO3)ccc1C (stereo unspecified) | 1350 | 1643
COc1cccc(N=C(N)N)c1 | 1701 | 1803
O=C(Nc1ccc(F)cc1)C1C(c2ccccc2)C1(Cl)Cl (stereo unspecified) | 1413 | 1778
Cc1ccc(-c2n[nH]c(=O)c3ccccc23)cc1S(=O)(=O)NC(C)(C)C | 1611 | 1758
S=c1[nH]nc(-c2ccc3ccccc3n2)n1-c1cc(Cl)cc(Cl)c1 | 1821 | 2206
CCOc1ncccc1C(=O)Nc1ccc(S(=O)(=O)NC2=NCCCCC2)cc1 | 1681 | 1993
CCCOC(=O)c1cccc(Nc2nc(-c3cccnc3)nc3ccccc23)c1 | 1617 | 1805
COc1ccc(N(C(=O)c2cccnc2)S(=O)(=O)c2ccc3c4c(cccc24)C(=O)N3C)cc1 | 1664 | 1995
Cn1c(C(=O)NCCOc2ccccc2Cl)cc(=O)n(C)c1=O | 1693 | 1859
CCOc1ccc2nc(SC(CC)C(=O)Nc3cc(C)on3)sc2c1 (stereo unspecified) | 1701 | 1832
O=c1c2ccccc2[nH]c(=S)n1-c1cccc(S(=O)(=O)N2CCCC2)c1 | 1716 | 1839
Cn1c(=O)oc2cc(S(=O)(=O)N3CCC(C(=O)Nc4ccc(OC(F)(F)F)cc4)CC3)ccc21 | 1461 | 1674
O=C(CCC1CCCC1)Nc1ccc(C(=O)NCc2cccnc2)cc1 | 1132 | 1516
Cc1onc(-c2c(Cl)cccc2Cl)c1C(N)=O | 1675 | 1696
CCN(CC)CCN(Cc1cc2cccc(C)c2[nH]c1=O)C(=S)Nc1ccccc1 | 1445 | 1771
O=C(O)c1ccc(N2C(=O)Nc3ccccc3N2O)cc1 | 1511 | 1750
O=C(Nc1ccc2c(c1)CCC2)c1ccc(Cl)nc1 | 1430 | 1591
Cc1sc(NC(=O)CSc2nnnn2C)c(C#N)c1C | 1543 | 1880
CCCN1CNC(=S)N(c2ccccc2OCC)C1 | 1457 | 1818
O=C(NC1CCCCC1)C(c1ccncc1)N(C(=O)Cc1cccs1)c1ccccc1 (stereo unspecified) | 1599 | 1652
O=C(CP(=O)(O)CC(=O)c1ccccc1)c1ccccc1 | 1661 | 1869
OCC#CCSc1nnc(-c2ccncc2)o1 | 1506 | 1881
Cc1cc(NC(=O)COC(=O)CNS(=O)(=O)c2ccc(C)c(C)c2)no1 | 1616 | 1874
OCCN1CCN(CC(O)COCCOc2ccc(Br)cc2)CC1 (stereo unspecified) | 1517 | 1935
N#CC(Sc1ccccn1)c1ccc(Cl)cc1 (stereo unspecified) | 1636 | 1872
O=C1CCCN1CN(C(=O)c1ccccc1)c1ccccc1 | 1843 | 1650
CCOc1cc2[nH]c(=S)n(C3CCN(Cc4ccccc4)CC3)c(=O)c2cc1OCC | 1580 | 1780
CCOC(=O)C1CCN(Cc2cn(C)nc2-c2ccc(Oc3ccccc3)cc2)CC1 | 1667 | 1650
O=C(CSc1nnc(-c2ccc(O)cc2)n1-c1ccccc1)CC(=O)Nc1ccccc1 | 1345 | 1453
COCCCNC(=O)c1ccc([N+](=O)[O-])c(Cl)c1 | 1470 | 2033
NC(=O)c1cccnc1 | 1491 | 1654
CCOc1ccc(C(C)=O)cc1CSc1nnnn1-c1ccc(O)cc1 | 1650 | 1710
O=C(N[C@@H](Cc1c[nH]c2ccccc12)C(=O)O)c1ccccc1Cl | 1507 | 1894
O=C1CSC(c2ccccc2)N1Nc1nc(N2CCOCC2)nc(N2CCOCC2)n1 (stereo unspecified) | 1503 | 1664
COc1ccc(OC(C)=O)c(C2c3cc(OC)c(OC)cc3CCN2C(C)=O)c1 (stereo unspecified) | 1600 | 1866
CC1(c2ccccc2Cl)NC(=O)N(CC(=O)NCCC2=CCCCC2)C1=O (stereo unspecified) | 1408 | 1723
O=C1NC(CCc2ccccc2)C(=O)N1CCOc1ccccc1 (stereo unspecified) | 1618 | 1905
O=C(c1ccc(Cl)cc1)N1CCn2c1nc1ccccc12 | 1498 | 2085
Cc1ccc2[nH]c(=O)c(CN(Cc3ccccc3)C(=S)NCCCN(C)C)cc2c1 | 1731 | 1920
Cc1cc(C)n(CCN(C)C(=O)CCc2nnc(CCC3CCCCC3)o2)n1 | 1688 | 1838
Nc1n[nH]c(-c2cccc([N+](=O)[O-])c2)n1 | 1717 | 1370

Not a retest: 18 of the compounds above.
SMILES | SRC3 TRFRET art | SRC1 TRFRET art
O=C(CP(=O)(O)CC(=O)c1ccccc1)c1ccccc1 | 1661 | 1869
OCC#CCSc1nnc(-c2ccncc2)o1 | 1506 | 1881
Cc1cc(NC(=O)COC(=O)CNS(=O)(=O)c2ccc(C)c(C)c2)no1 | 1616 | 1874
OCCN1CCN(CC(O)COCCOc2ccc(Br)cc2)CC1 (stereo unspecified) | 1517 | 1935
N#CC(Sc1ccccn1)c1ccc(Cl)cc1 (stereo unspecified) | 1636 | 1872
O=C1CCCN1CN(C(=O)c1ccccc1)c1ccccc1 | 1843 | 1650
CCOc1cc2[nH]c(=S)n(C3CCN(Cc4ccccc4)CC3)c(=O)c2cc1OCC | 1580 | 1780
CCOC(=O)C1CCN(Cc2cn(C)nc2-c2ccc(Oc3ccccc3)cc2)CC1 | 1667 | 1650
O=C(CSc1nnc(-c2ccc(O)cc2)n1-c1ccccc1)CC(=O)Nc1ccccc1 | 1345 | 1453
COCCCNC(=O)c1ccc([N+](=O)[O-])c(Cl)c1 | 1470 | 2033
NC(=O)c1cccnc1 | 1491 | 1654
CCOc1ccc(C(C)=O)cc1CSc1nnnn1-c1ccc(O)cc1 | 1650 | 1710
O=C(N[C@@H](Cc1c[nH]c2ccccc12)C(=O)O)c1ccccc1Cl | 1507 | 1894
O=C1CSC(c2ccccc2)N1Nc1nc(N2CCOCC2)nc(N2CCOCC2)n1 (stereo unspecified) | 1503 | 1664
COc1ccc(OC(C)=O)c(C2c3cc(OC)c(OC)cc3CCN2C(C)=O)c1 (stereo unspecified) | 1600 | 1866
CC1(c2ccccc2Cl)NC(=O)N(CC(=O)NCCC2=CCCCC2)C1=O (stereo unspecified) | 1408 | 1723
O=C1NC(CCc2ccccc2)C(=O)N1CCOc1ccccc1 (stereo unspecified) | 1618 | 1905
O=C(c1ccc(Cl)cc1)N1CCn2c1nc1ccccc12 | 1498 | 2085

Other compounds follow.
SMILES | SRC3 TRFRET art | SRC1 TRFRET art
Nc1ccc(C(=O)OC2CCOC2=O)cc1[N+](=O)[O-] (stereo unspecified) | 1344 | 1561
COC(=O)C1C(=O)C(C(=O)/C=C/c2ccccc2)C(=O)CC1(C)C (stereo unspecified) | 1561 | 1931
COc1cccc(CN(C)CC(=O)Nc2sc3c(c2C#N)CCC3)c1OC | 1557 | 1561
O=C(Nc1ccccc1C(=O)NCc1ccco1)Nc1cccc2ccccc12 | 1547 | 1738
CS(=O)(=O)c1ccc2nc(NC(=O)c3cc(-c4ccccc4)nn3-c3ccccc3)sc2c1 | 1568 | 1861
COc1ccc(OC)c(-c2csc(CCn3nc(C)cc3C)n2)c1 | 1481 | 1859
CC(=O)N1c2ccccc2Nc2ccccc21 | 1589 | 1736
Cc1cc(N2CCCCC2)nc(N)n1 | 1626 | 1959
O=C(COC(=O)CCC(=O)c1ccc(F)cc1)NCc1ccco1 | 1465 | 1669
Cc1cc(OCCCCCN2CCCC2)ccc1Cl | 1407 | 1697
C=CCNC(=O)NC(=O)COC(=O)CC(NC(N)=O)c1ccc(Cl)cc1 (stereo unspecified) | 1473 | 1778
CN(C)C(=S)Nc1cccc(-c2n[nH]c(=S)o2)c1 | 1824 | 2236
COc1ccc(CC(=O)Nc2cccc(SC)c2)cc1OC | 1801 | 1881
